JMJD2A Tudor inh: blocks the human JMJD2A Tudor domain. AlphaScreen JMJD2A-Tudor / H3K4me3 peptide binding. actives 4.4% (n = 390,000). Potency, µM (series often up to 114 µM), for the others: top-dose activity change, negative = inhibition, most hits filed as inhibitors. AID 504339. O75164; also: % is scaled to controls: 0 for no effect and ±100 for the full control effect; nearly all actives have a fitted effect of over 50% in size
Pol iota inh: blocks human DNA polymerase iota activity. Q9UNA4. Pol iota fluorescent replication assay, 10 min. Potency, µM (doses to about 115 µM), inactives show at the top dose activity, negative = inhibition, most hits filed as inhibitors. actives 1% (n = 390,000). AID 588590
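Fluorescent replication assay read twice, at 0 min and 10 min after adding 50 nM (final) substrate. Enzyme (10 nM) and compounds were first incubated 15 min at room temperature; enzyme-free buffer wells were negative controls.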
APEX1 inh: APE1 (human) endonuclease inhibition. P27695. Potency, µM (highest dose often 65.8 µM), for inactives: at the top dose activity change, negative = inhibition, usual class: inhibitors. actives 0.35% (n = 350,000). recombinant APE1, TAMRA/BHQ-2 abasic DNA cleavage fluorescence;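 also: plate controls were vehicle for no effect and reference inhibitor for full effect; nearly all actives have a fitted effect of over 55% in size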
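Activity was derived from the fluorescence gain between first and third kinetic reads (60 s intervals, ex 525/em 598 nm) after 50 nM THF-abasic TAMRA/BHQ-2 duplex was added to 0.75 nM APE1 preincubated 15 min with compound.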
Pol kappa inh: blocks human DNA polymerase kappa activity | actives 0.53% (n = 400,000) | Q9UBT6 | purified Pol kappa, fluorescent DNA synthesis assay, 10 min | Potency, µM (top dose mostly 107 µM), for inactives: at the top dose activity, negative = inhibition, actives largely listed as inhibitors | AID 588579; also: % is scaled to controls: 0 for no effect and ±100 for the full control effect
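First, compounds were pin-transferred onto 10 nM Pol kappa. After 15 min at room temperature, substrate was added to 50 nM final. Fluorescence was then measured kinetically at 0 and 10 min.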
POLB inh: blocks human DNA polymerase beta activity; P06746; AID 485314; Pol beta primer extension/strand displacement, fluorescence kinetic; Potency, µM (doses to about 114 µM), for inactives: at the highest dose activity change, negative = inhibition, hits mostly inhibitors; actives 1.3% (n = 340,000); also: % is scaled to controls: 0 for no effect and ±100 for the full control effect
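Values derive from four-parameter Hill fits of normalized kinetic data: reads at 0 and 10 min following addition of 50 nM substrate to 10 nM Pol beta preincubated 15 min with compound.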
BLM helicase inh: blocks DNA unwinding by human BLM helicase. P54132. recombinant BLM DNA unwinding, fluorescence dequenching. Potency, µM (titrated, usually from 56.1 µM), for the others: at the top dose activity change, negative = inhibition, hits mostly inhibitors. actives 0.2% (n = 350,000). AID 2528;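 also: plate controls were vehicle for no effect and no enzyme for full effect; nearly all actives have a fitted effect of over 35% in size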
G9a block: G9a (human) methyltransferase inhibition. Q96KQ7. G9a H3K9 monomethylation, AlphaScreen, 2 h. Potency, µM (titrated, usually from 102 µM), inactives show at the highest dose activity, negative = inhibition, hits mostly inhibitors. actives 8.8% (n = 350,000); also: % is scaled to controls: 0 for no effect and ±100 for the full control effect; nearly all actives have a fitted effect of over 75% in size
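Compounds were preincubated with 20 nM G9a for 15 min, after which biotinylated H3K9 peptide (500 nM) and SAM (20 uM) started a 2 h room-temperature reaction. Monomethylated product was quantified by antibody-based AlphaScreen chemiluminescence.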
BAZ2B inh: blocks human BAZ2B | Q9UIF8 | AlphaScreen BAZ2B-H3K14Ac peptide displacement | Potency, µM (top dose mostly 114 µM), for the others: at the highest dose activity change, negative = inhibition, most hits filed as inhibitors | actives 4.4% (n = 360,000) | AID 504333; also: % is scaled to controls: 0 for no effect and ±100 for the full control effect; nearly all actives have a fitted effect of over 60% in size
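Compounds, titrated to a top concentration of 110 uM, were incubated 30 min at room temperature with preformed BAZ2B/acetyl-K14 H3 peptide complex (50 nM each). Proximity signal was measured by AlphaScreen after 20 min with beads.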
POLH inh: blocks human DNA polymerase eta activity; Q9Y253; recombinant Pol eta, fluorescent DNA replication assay; Potency, µM (top dose mostly 114 µM), without a hit: top-dose activity change, negative = inhibition, most hits filed as inhibitors; actives 1.2% (n = 390,000); AID 588591; also: % is scaled to controls: 0 for no effect and ±100 for the full control effect
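Pol eta at 10 nM preincubated with compounds 15 min at room temperature; reaction started with fluorescent substrate (50 nM final) and read kinetically at 0 and 10 min.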
An asterisk follows results filed as active; ? = inconclusive; . = not tested or not shown; & = joins results of further samples; [ ] = remark or other dose. Calls follow the shape of the dose curve; as a rule, active = well fitted curve in the direction sought with a large enough effect; inconclusive = small, poorly fitted or top-dose-only effect, or another doubt; inactive = no such curve, though single readings can be large; an effect the other way counts as inactive or inconclusive. Potency is read from the fitted curve at half-maximal effect. Some of the compounds tested; the hit share may differ from the screen's.

Preview, 3 compounds:
SMILES | JMJD2A Tudor inh | Pol iota inh | APEX1 inh | Pol kappa inh | POLB inh | BLM helicase inh | G9a block | BAZ2B inh | POLH inh
CC12CN(NC(=O)c3ccccc3F)C3(C#N)CC1CCC23C (stereo unspecified) | -2% | 199%[activator] | 1% | -7% | -2% | 1% | -6% | -15% | -19%
CCCCN(C(=S)NC(=O)c1ccccc1)c1c(N)n(Cc2ccccc2)c(=O)[nH]c1=O | -15% | 1% | 31%[activator] | -7% | 53% | -14% | 10%[59 µM] | -38% | 4%
COc1ccc(CCNC(=O)c2cc(-c3ccc(C)c(C)c3)nc3ccccc23)cc1OC | -27% | 5% | . | -6%[60.1 µM] | -1% | -10% | ? | 34% | -25%

This part in full (from the top)
SMILES | JMJD2A Tudor inh | Pol iota inh | APEX1 inh | Pol kappa inh | POLB inh | BLM helicase inh | G9a block | BAZ2B inh | POLH inh
CC12CN(NC(=O)c3ccccc3F)C3(C#N)CC1CCC23C (stereo unspecified) | -2% | 199%[activator] | 1% | -7% | -2% | 1% | -6% | -15% | -19%
CCCCN(C(=S)NC(=O)c1ccccc1)c1c(N)n(Cc2ccccc2)c(=O)[nH]c1=O | -15% | 1% | 31%[activator] | -7% | 53% | -14% | 10%[59 µM] | -38% | 4%
COc1ccc(CCNC(=O)c2cc(-c3ccc(C)c(C)c3)nc3ccccc23)cc1OC | -27% | 5% | . | -6%[60.1 µM] | -1% | -10% | ? | 34% | -25%
Cc1cc(=O)n2nc(N3CCCC3C(=O)NCCCN3CC(C)CC(C)C3)sc2n1 (stereo unspecified) | -4% | 2% | 3% | -8% | -15% | 0% | 3%[12.7 µM] | 2% | -1%
CCN(CC)c1ccc(NC(=O)c2cc(OC)cc(OC)c2)c(C)c1 | ? | 9% | -2% | -8% | 1% | -8% | 2.5µM* | 40µM* | -11%
COC(=O)c1ccc(S(=O)(=O)c2ccc(C(=O)OC)s2)s1 | -1% | -10% | 1% | -11% | 2% | 1% | -3% | 1% | -4%
COc1ccc(NC(=O)c2nn(C)cc2[N+](=O)[O-])cc1 | -21% | -8% | 13% | -11% | 22% | -4% | . | 2% | -5%
O=C(NCCCn1ccnc1)C(=O)NCC1OCCCN1S(=O)(=O)c1ccc(F)cc1 (stereo unspecified) | -33% | -26% | -5% | -20% | 9% | -6% | -4% | 50µM* | -13%
Cc1nc(C)c(-c2ccc(SCC(=O)Nc3ccc(C)c(Cl)c3)nn2)s1 | -15% | 28% | 10% | -2% | 1% | -11% | 11% | -4% | -8%
Oc1ccc(Br)cc1C=Nc1ccc2[nH]ncc2c1 | -13% | 159%[activator] | 2% | -5% | 3% | -17% | ? | -30% | -14%
CCOc1ccc(-c2n[nH]c3c2C(c2cccs2)N(c2ccc(Br)cc2)C3=O)cc1 (stereo unspecified) | -20% | -2% | . | -22% | 0% | -2% | 1%[59 µM] | . | -24%
NC(=S)c1ccc(C(N)=S)o1 | -18% | 2% | 16% | -8% | 63% | -5% | 45µM* | -9% | 0%
O=[N+]([O-])c1ccc(CS(=O)Cc2ccccc2)cc1 (stereo unspecified) | -9% | 17% | . | -21% | . | . | . | . | ?
COc1ccccc1N1C(=S)N=C(Nc2c(C)cccc2C)C12CCCC2 | -28% | 89%[activator] | 5% | -11% | 5% | -2% | 10% | -19% | -25%
COc1ccc(C(=O)Nc2ccc(C(=O)OCC(=O)c3cccc4ccccc34)cc2)cc1 | -1% | 14% | 2% | -1% | -3%[57.1 µM] | -9% | ? | 38%[activator] | -6%
COc1ccc(-c2cn3cccnc3n2)cc1NC(=O)Nc1cc(C)ccc1C | -27% | ? | -8% | -13% | -15% | -12% | ? | ? | 79µM*
O=C(O)C1Sc2[nH]c(=O)sc2C2c3cc(Br)ccc3OC(=O)C12 (stereo unspecified) | -28% | ? | 0% | -45% | 10% | -1% | . | ? | 8%
CC1(C)S[C@@H]2[C@H](NC(=O)COc3ccccc3)C(=O)N2C1C(=O)OCc1ccccc1 (stereo partly specified) | -15% | -5%&17% | . | -21%&-3% | . | . | . | . | -20%
COc1ccccc1/C=C/CN1CCCC(CCC(=O)NCc2ccccc2F)C1 (stereo unspecified) | -23% | 18% | -1% | 1% | 12% | 1% | -1% | -12% | -22%
C=CC[C@@H](CC(=O)N(CCO)Cc1ccccc1)C(=O)N[C@@H](COC(=O)[C@@H](CC=C)Cc1ccc(F)cc1)Cc1ccccc1 | -7% | 3% | -16% | -6% | . | . | . | . | -17%
COc1ccc(-c2nnc(CSc3nc4ccccc4c(=O)n3C)o2)cc1OC | -13% | ? | 0% | -8% | 0% | -6% | -6%[12.7 µM] | -10% | 0%
CC(=O)OCCNc1cc(N2CCN(C)CC2)c2noc3c2c1C(=O)c1ccccc1-3 | 50µM* | 52%[activator] | -11% | -22% | 1% | -24% | ? | 40µM* | -18%
COc1ccc(S(=O)(=O)N2CCOCC2)cc1NC(=O)COC(=O)CC1CC2CCC1C2 (stereo unspecified) | -17% | 0% | -21% | -21% | . | . | . | . | -26%
CCc1ccc(NC(=O)Cn2ncc3c4ccccc4n(C)c3c2=O)cc1 | -5%[11.4 µM] | 4%&29% | 8% | 2%&-7% | 3%&-1% | -2%&-8% | -4% | -12%&-1% | -38%&-8%
CN1C(=O)NC(NS(=O)(=O)c2ccc(N)cc2)(C(F)(F)F)C1=O (stereo unspecified) | -6%[11.4 µM] | 96%[activator] | -1% | -16% | 2% | 1% | -6% | 17% | -1%

A draw from above in order of formula weight, rising.
SMILES | JMJD2A Tudor inh | Pol iota inh | APEX1 inh | Pol kappa inh | POLB inh | BLM helicase inh | G9a block | BAZ2B inh | POLH inh
COC(=O)c1ccc(S(=O)(=O)c2ccc(C(=O)OC)s2)s1 | -1% | -10% | 1% | -11% | 2% | 1% | -3% | 1% | -4%
COc1ccc(-c2cn3cccnc3n2)cc1NC(=O)Nc1cc(C)ccc1C | -27% | ? | -8% | -13% | -15% | -12% | ? | ? | 79µM*
COc1ccc(-c2nnc(CSc3nc4ccccc4c(=O)n3C)o2)cc1OC | -13% | ? | 0% | -8% | 0% | -6% | -6%[12.7 µM] | -10% | 0%

The results go on.
SMILES | JMJD2A Tudor inh | Pol iota inh | APEX1 inh | Pol kappa inh | POLB inh | BLM helicase inh | G9a block | BAZ2B inh | POLH inh
O=C(NCc1ccccc1Cl)C1=CC=CN2CCS(=O)(=O)N=C12 | -11% | -18% | 14% | -1% | . | . | -1%[12.7 µM] | ? | -6%
CCOC(=O)C1=C(O)C(Nc2nccs2)(C(F)(F)F)N=C1C (stereo unspecified) | -12% | 2% | 0% | -1% | 2% | -5% | ? | 1% | -12%
COc1ccc(S(=O)(=O)N2CCN(C(=O)CCC3CCCC3)CC2)cc1 | -6% | 8% | -1% | -10% | 0% | -3% | -23%[12.7 µM] | 8% | 1%
COC(=O)c1ccc(/C=C/C(=O)O)cc1 | -1% | 30% | 0% | 13% | -14% | 3% | -3%[59 µM] | 0% | -5%
CC(C)(C)CC(C)(C)NC(=S)NC1CCN(Cc2ccccc2)CC1 | -35% | 7% | 7% | -3% | -7% | -6% | 19%[59 µM] | ? | -18%
CCCCN(C)C(=O)C1CCN(Cc2cccnc2)CC1 | 28µM* | -10% | 42% | -19% | 1% | 0% | 14µM* | 79µM* | -5%
C#CCOCCOCCOCCNc1nc(N2CCN(C(=O)[C@H](CCC(=O)O)n3cc([C@@H](N)[C@H](C)CC)nn3)CC2)nc(N2CCN(C(=O)[C@H](CCCCN)n3cc([C@@H](N)CC(N)=O)nn3)CC2)n1 | 5.6µM* | -13% | 0% | 4% | . | . | . | . | -11%
Cc1cc(NC(=O)CSc2nc3ccccc3c(=O)n2Cc2ccc(F)cc2)no1 | -16% | -2% | 2% | -12% | -1% | -12% | 29%[59 µM] | . | 4%
CC(=O)c1ccc(OCCNS(=O)(=O)c2ccc(-n3cnnn3)cc2)cc1 | -4% | 56%[activator] | 15% | -10% | 3% | 1% | ? | -3%[57.1 µM] | -11%
CC1CCN(C(=O)CN(c2ccc(Cl)c(C(F)(F)F)c2)S(C)(=O)=O)CC1 | 2% | 0% | 0% | -9% | 2% | -4% | 12% | 1% | -7%
O=C(O)C1Nc2c(Cl)cc(Cl)cc2C2C=CCC12 (stereo unspecified) | 22µM* | 4µM* | 13µM* | 8.9µM* | ? | ? | . | 25µM* | 2.8µM*
CCN(CC)CCCn1c2c(c(SCC(=O)Nc3ccc4c(c3)OCO4)nc1=O)CCC2 | -11% | 2% | -2% | 1% | . | . | ? | 9% | -14%
COC(=O)[C@@]1(Cc2ccc(F)cc2)[C@H]2c3cc(C(=O)N(C)C)n(CCc4ccc(OC)c(Br)c4)c3C[C@H]2CN1C(=O)c1ccccc1 | ? | -18% | ? | -6% | 0% | -8%&-9% | 25µM* | ? | -10%
CNc1ccc(C(=O)OCC(=O)NCc2ccc3c(c2)OCO3)cc1[N+](=O)[O-] | 0% | 11% | 0% | -8% | . | . | -18%[59 µM] | 6% | 3%
CN(C(=O)c1ccc(S(=O)(=O)c2cccc(Cl)c2)c([N+](=O)[O-])c1)C1CCCCC1 | ? | -25% | 2% | -5% | -10% | -6% | 32µM* | -36% | -21%
COc1cccc(NC(=O)CN(C)CC(=O)Nc2ccc3c(c2)CCC3)c1 | -21% | 5% | 1% | -2% | 30% | -9% | -7% | -22% | -8%
O=C(Cc1ccc(S(=O)(=O)N2CCOCC2)s1)N1CCN(S(=O)(=O)c2ccccc2[N+](=O)[O-])CC1 | -21% | 7% | . | -4% | . | . | . | . | -3%
CCCCn1c(=O)c2c(O)cc(=O)oc2c2ccccc21 | -11% | 8% | 1% | -5% | ? | -1% | ? | -25% | ?
CCCCn1c(=O)c(-c2ccccc2)c(O)c2ccccc21 | -11% | -2% | 3% | -8% | 0% | -5% | 1% | 6% | 10%
Cc1ccc(OCCC(=O)OCC(=O)c2c(N)n(C)c(=O)n(C)c2=O)cc1 | -5% | 11% | 6% | -16% | . | . | -2%[0.501 µM] | 4% | -11%
CCCCC(CC)CNS(=O)(=O)c1ccc2c(c1)CCN2C(=O)CCC(=O)O (stereo unspecified) | -8% | -37% | 1% | -1% | 1% | 1% | -23% | -17% | -3%
Cc1ccccc1CS(=O)(=O)c1nnc([C@H](Cc2ccccc2)NC(=O)OC(C)(C)C)o1 | -12% | 19% | ? | -3% | 1% | -25% | 40µM* | 29% | -6%
CCOC(=O)c1[nH]c2c(c1C)C(=O)CC(c1ccc(OC)c(OC)c1)C2 (stereo unspecified) | -2% | 24% | -2% | 5% | 28% | -6% | 0%[12.7 µM] | 5% | -14%
